Bioassay records (PubChem)
CCHF vOTU inh – blocks the CCHF virus ovarian tumor domain protease; 370,000 tested, 0.55% active; CCHFV vOTU protease, Pep-AMC fluorescence; inhibition, % at 11.5 µM; in the data active = inhibition above about 30%; also: 0% = vehicle wells with enzyme and 100% = no enzyme wells
DUSP3 inh – DUSP3 (human) phosphatase inhibition; P51452; recombinant VHR phosphatase, pNPP absorbance; inhibition, % at 13.3 µM; 290,000 tested, 0.52% active; AID 1654; in the data active = inhibition above about 50%; also: some compounds called inactive have numbers as strong as hits
Target sequence (P51452 whole entry, looked up): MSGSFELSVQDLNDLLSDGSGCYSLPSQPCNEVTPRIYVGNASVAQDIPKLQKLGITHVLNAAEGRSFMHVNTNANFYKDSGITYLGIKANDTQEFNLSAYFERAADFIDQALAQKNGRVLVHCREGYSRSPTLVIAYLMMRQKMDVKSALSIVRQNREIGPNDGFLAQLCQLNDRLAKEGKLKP
Anthrax LF inh2 – inhibitors of Bacillus anthracis lethal factor protease; 360,000 tested, 0.12% active; AID 588501; P15917; inhibition, % at 10 µM; multiplex microsphere protease cleavage assay, LF; also: plate controls were buffer without enzyme for full effect and enzyme alone for no effect
BoNT A protease – BoNT A light chain protease inhibition. multiplex microsphere protease substrate cleavage, flow cytometry. inhibition, % at 10 µM. 360,000 tested, 0.17% active. AID 588499; also: plate controls were buffer without enzyme for full effect and enzyme alone for no effect
MazEF act – activators of E. coli MazEF toxin-antitoxin RNase; FAM/BHQ RNA-DNA oligo cleavage fluorescence, 5 h; activation, % at 20 µM; 350,000 tested, 0.32% active; AID 504720; in the data active = activation above about 50%
Target sequence (P0AE70 whole entry, looked up): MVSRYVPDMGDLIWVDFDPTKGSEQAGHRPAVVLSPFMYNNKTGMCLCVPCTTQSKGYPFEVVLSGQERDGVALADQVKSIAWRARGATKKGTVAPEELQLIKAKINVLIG
PrPC surface inh – cell surface PrPC inhibition, primary TR-FRET screen | 370,000 tested, 0.43% active | P04156 | TR-FRET read-out | inhibition, % at 13.8 µM; in the data active = inhibition above about 24%; also: 0% = median of the test wells and 100% = reference compound wells
SSB-PriA inh – inhibitors of Klebsiella pneumoniae PriA binding to SSB C-terminal tail | inhibition, % at 33 µM | 430,000 tested, 0.6% active | AID 1272365 | AlphaScreen SSBct-PriA binding, biotinylated peptide; in the data active = inhibition mostly above about 37%, no sharp cut-off; inactive = mostly below about 20%;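 also: plate controls were negative control peptide for no effect and reference peptide for full effect; strong numbers were not always called active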
BoNT-F LC inh – blocks Botulinum neurotoxin F light chain protease | Multiplex microsphere protease cleavage assay, flow cytometry | inhibition, % at 10 µM | 360,000 tested, 0.22% active | AID 588497; in the data active = inhibition above about 35%, passing the limit was not always enough; inconclusive = no clear call, values can overlap the other calls; also: plate controls were buffer without enzyme for full effect and enzyme alone for no effect
3CLpro inhibitor – SARS-CoV 3CLpro protease inhibition | P0C6X7 | recombinant SARS-CoV 3CLpro, quenched FRET peptide cleavage | inhibition, % at 6 µM | 290,000 tested, 0.14% active; in the data active = inhibition above about 12%
Rv3671c inh – inhibits the M. tuberculosis serine protease Rv3671c | inhibition, % at 5.96 µM | 320,000 tested, 0.048% active | P9WHR9 | AID 2606; in the data active = inhibition above about 38%;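 also: extracellular domain of Rv3671c used as enzyme; 0% = enzyme with DMSO and 100% = no enzyme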
Target sequence (P9WHR9 whole entry, looked up, the tested form may be a part): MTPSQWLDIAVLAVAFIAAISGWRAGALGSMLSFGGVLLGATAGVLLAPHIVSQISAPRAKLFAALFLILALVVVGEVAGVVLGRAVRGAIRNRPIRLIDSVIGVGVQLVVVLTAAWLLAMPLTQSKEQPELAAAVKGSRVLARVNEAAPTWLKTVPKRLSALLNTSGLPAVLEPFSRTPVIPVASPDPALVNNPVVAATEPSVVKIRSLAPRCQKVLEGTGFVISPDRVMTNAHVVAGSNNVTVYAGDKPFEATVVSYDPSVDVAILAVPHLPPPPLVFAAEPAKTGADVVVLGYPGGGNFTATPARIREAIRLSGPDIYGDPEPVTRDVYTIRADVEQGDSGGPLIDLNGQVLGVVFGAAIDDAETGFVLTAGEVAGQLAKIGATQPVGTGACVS
Numbers without * were called inactive; ? = inconclusive; · = no result given. Rule as the data show it, unless noted: active = inhibition above about 30%; inconclusive = no clear call, values can overlap the other calls; inactive = below that. An excerpt; rates above refer to the full screens.

SMILES	CCHF vOTU inh	DUSP3 inh	Anthrax LF inh2	BoNT A protease	MazEF act	PrPC surface inh	SSB-PriA inh	BoNT-F LC inh	3CLpro inhibitor	Rv3671c inh
O=C(O)c1ccc(S(=O)(=O)c2ccc3c(c2)C(=O)N(c2ccccc2[N+](=O)[O-])C3=O)cc1	12	-6	2	0.5	-5	-6	1	3	-1	0
CCSC1(SCC)N=C(N)C2(C#N)C(c3ccccc3)NC(C)=CC12C#N (configuration not stated)	-3	7	0	0.7	7	-15	27	3	2	1
CCOCC(=O)Nc1ccc(S(=O)(=O)N2CCOCC2)cc1	4	-18	5	0.1	0	-8	5	-11	-1	5
CC(C)N1CCC2(CC1)NC(CO)(CO)CO2	-8	14	12	-0.6	-4	5	-8	-7	-5	0
Cc1ccc(SCCNC(=S)Nc2ccccc2)cc1	9	5	-5	-0.6	-2	14	-9	-18	2	-5
O=C(CCC1=NS(=O)(=O)c2ccccc2N1)NC1CCCCCCC1	-11	25	0	0.7	6	3	-17	12	-6	-5
CCOc1ccc(CCNS(=O)(=O)c2cccc3nsnc23)cc1OCC	5	-4	-2	0.3	-9	-22	-1	3	-4	-3
CCc1ccc(-c2cc(C)no2)cc1S(=O)(=O)NCc1ccccc1OC	10	13	0	0.7	6	10	-5	-3	6	-8
Cc1cc(C)n2nc(C(=O)OCC(=O)N(CC(C)C)C3CCS(=O)(=O)C3)nc2n1 (configuration not stated)	1	·	-14	0.8	-2	3	-5	10	·	4
O=C(CNC(=O)c1ccccn1)N/N=C/c1ccccc1	0	30	-3	-0.4	-1	-1	·	-2	4	-1
CCN1C(=O)c2ccc(C(=O)Nc3ncc(C)s3)cc2C1=O	0	2	0	0.0	9	-1	12	-4	1	-2
CCOC(=O)N1CCN(Cc2nc(-c3cccs3)no2)CC1	-4	13	-7	-1.0	10	2	-22	-3	2	4
Cc1cccc(N2CCN(C(=O)[C@H](C)N3C(=O)C4CC=CCC4C3=O)CC2)c1C (some centres not stated)	5	·	7	0.0	2	-4	-10	1	·	-3
Cc1cccc(NC(=S)NNC(=O)c2ccccc2Br)c1	-11	-10	7	1.4	-6	7	3	10	2	0
O=C(O)c1cc(O)ccc1NC(=O)c1cccc2ccccc12	-12	18	0	-0.6	6	-6	1	-3	1	3
Cc1ccc(NC(=O)c2ccc3nc(N4CCOCC4)sc3c2)c(Cl)c1	11	56*	-1	-0.3	-97	6	-10	-4	-1	-45
COC(=O)c1sc(NC(=O)CSc2nc3nc(C)cc(C)n3n2)c(C(=O)OC)c1C	-10	·	-13	-0.5	-10	4	0	0	·	2
CC(C)N(Cc1nccn1C)C(=O)c1cc(COc2ccc(-n3cncn3)cc2)on1	-1	35	0	-0.5	-3	2	0	-3	-5	-4
CN(C)c1nc(N)c(C(=O)N=C(N)N)nc1Cl	9	·	2	-0.8	10	-7	-4	-4	·	-5
Nc1cc2nc3ccccc3oc-2cc1=O	27	27	4	2.8	-4	-10	7	-11	-1	-16

In a second layout: 17 of the compounds above.
smiles | CCHF vOTU inh | DUSP3 inh | Anthrax LF inh2 | BoNT A protease | MazEF act | PrPC surface inh | SSB-PriA inh | BoNT-F LC inh | 3CLpro inhibitor | Rv3671c inh
O=C(O)c1ccc(S(=O)(=O)c2ccc3c(c2)C(=O)N(c2ccccc2[N+](=O)[O-])C3=O)cc1 | 12 | -6 | 2 | 0.5 | -5 | -6 | 1 | 3 | -1 | 0
CCSC1(SCC)N=C(N)C2(C#N)C(c3ccccc3)NC(C)=CC12C#N (configuration not stated) | -3 | 7 | 0 | 0.7 | 7 | -15 | 27 | 3 | 2 | 1
CCOCC(=O)Nc1ccc(S(=O)(=O)N2CCOCC2)cc1 | 4 | -18 | 5 | 0.1 | 0 | -8 | 5 | -11 | -1 | 5
CC(C)N1CCC2(CC1)NC(CO)(CO)CO2 | -8 | 14 | 12 | -0.6 | -4 | 5 | -8 | -7 | -5 | 0
Cc1ccc(SCCNC(=S)Nc2ccccc2)cc1 | 9 | 5 | -5 | -0.6 | -2 | 14 | -9 | -18 | 2 | -5
O=C(CCC1=NS(=O)(=O)c2ccccc2N1)NC1CCCCCCC1 | -11 | 25 | 0 | 0.7 | 6 | 3 | -17 | 12 | -6 | -5
CCOc1ccc(CCNS(=O)(=O)c2cccc3nsnc23)cc1OCC | 5 | -4 | -2 | 0.3 | -9 | -22 | -1 | 3 | -4 | -3
CCc1ccc(-c2cc(C)no2)cc1S(=O)(=O)NCc1ccccc1OC | 10 | 13 | 0 | 0.7 | 6 | 10 | -5 | -3 | 6 | -8
Cc1cc(C)n2nc(C(=O)OCC(=O)N(CC(C)C)C3CCS(=O)(=O)C3)nc2n1 (configuration not stated) | 1 | · | -14 | 0.8 | -2 | 3 | -5 | 10 | · | 4
O=C(CNC(=O)c1ccccn1)N/N=C/c1ccccc1 | 0 | 30 | -3 | -0.4 | -1 | -1 | · | -2 | 4 | -1
CCN1C(=O)c2ccc(C(=O)Nc3ncc(C)s3)cc2C1=O | 0 | 2 | 0 | 0.0 | 9 | -1 | 12 | -4 | 1 | -2
CCOC(=O)N1CCN(Cc2nc(-c3cccs3)no2)CC1 | -4 | 13 | -7 | -1.0 | 10 | 2 | -22 | -3 | 2 | 4
Cc1cccc(N2CCN(C(=O)[C@H](C)N3C(=O)C4CC=CCC4C3=O)CC2)c1C (some centres not stated) | 5 | · | 7 | 0.0 | 2 | -4 | -10 | 1 | · | -3
Cc1cccc(NC(=S)NNC(=O)c2ccccc2Br)c1 | -11 | -10 | 7 | 1.4 | -6 | 7 | 3 | 10 | 2 | 0
O=C(O)c1cc(O)ccc1NC(=O)c1cccc2ccccc12 | -12 | 18 | 0 | -0.6 | 6 | -6 | 1 | -3 | 1 | 3
Cc1ccc(NC(=O)c2ccc3nc(N4CCOCC4)sc3c2)c(Cl)c1 | 11 | 56* | -1 | -0.3 | -97 | 6 | -10 | -4 | -1 | -45
COC(=O)c1sc(NC(=O)CSc2nc3nc(C)cc(C)n3n2)c(C(=O)OC)c1C | -10 | · | -13 | -0.5 | -10 | 4 | 0 | 0 | · | 2

(more compounds)
SMILES	CCHF vOTU inh	DUSP3 inh	Anthrax LF inh2	BoNT A protease	MazEF act	PrPC surface inh	SSB-PriA inh	BoNT-F LC inh	3CLpro inhibitor	Rv3671c inh
C(=C\c1ccccc1)/CN1CCN(C(c2ccnc3ccccc23)c2nnnn2-c2ccc3c(c2)OCCO3)CC1 (configuration not stated)	8	·	-10	-0.4	·	3	·	-11	·	·
COc1ccc(S(=O)(=O)N2CCCCCC2)cc1C(=O)N(C)CC(=O)Nc1ccccc1C(F)(F)F	-13	·	1	1.9	0	5	10	-1	·	0
CC(=O)c1cccc(NC(=O)c2ccccc2N(Cc2ccccc2)S(C)(=O)=O)c1	-8	25	-1	-2.8	3	-2	9	?	1	3
CCN(CC)CCNC(=O)c1ccc(CS(=O)(=O)c2ccccc2C)o1	6	27	-11	-3.2	-5	-8	-9	-4	-1	-1
Cc1cc(CNC(=O)CC2C(=O)NCCN2Cc2ccccc2C(F)(F)F)on1 (configuration not stated)	-9	8	-7	0.3	2	-5	-12	3	-10	-4
O=C(Nc1cccc(S(=O)(=O)N2CCCCCC2)c1)c1ccc2c(c1)OCO2	-4	-7	1	0.5	-7	3	-12	1	3	-7
Cc1noc(C)c1CSCC(=O)Oc1ccc(N(C)S(=O)(=O)c2ccc(Cl)cc2)cc1	21	·	0	2.1	-7	-7	2	-7	·	-4
Cc1ccc(NNC(=O)c2c(F)cccc2Cl)cc1Cl	-9	-3	2	?	12	3	-5	?	2	8
CCOc1ccccc1NC(=O)c1cccc(NC2=NC3CS(=O)(=O)CC3S2)c1 (configuration not stated)	14	21	1	-0.9	-8	-5	-9	-8	-2	-3
CN1CC(=O)Nc2ccc(Br)cc2C1=O	-13	·	0	-2.2	7	5	5	-18	2	3
Cc1cc(C)cc(NC(=S)NCCCO)c1	-5	-8	0	-0.1	8	3	-9	2	1	-13
O=c1[nH]c2ccccc2n2c(-c3ccccc3)nnc12	8	4	1	1.1	-1	2	-8	-3	3	-13
CCOC(=O)c1cccc(NC(=O)c2cccnc2)c1	-11	3	-2	-0.9	-2	9	-14	-7	2	5
COc1cc(C(=O)Nc2cc(C)nn2-c2ccccc2)cc(OC)c1OC	4	22	7	0.1	-39	-1	-3	11	-2	-19
COC(=O)[C@H](CCSC)NC(=O)Cn1ccc(NC(=O)OCc2ccccc2)nc1=O	-9	·	-7	-0.1	3	-9	0	-2	·	-6
Cc1ccc(C(=O)NC2CC(C)(C)NC(C)(C)C2)cc1S(=O)(=O)N1CCCCC1	-7	·	-3	0.2	8	-1	-6	3	·	0
Cc1cccc(C2=NN(c3ccccc3)[C@H](CO)[C@H]2c2ccc(F)cc2)c1	-17	·	-4	0.8	-3	11	1	-9	·	·
CSCCC(NC(=O)c1ccccc1Cl)C(=O)Nc1ccncc1 (configuration not stated)	-1	·	1	-0.9	5	-1	9	-2	·	·
COCCCC1CCN(C(=O)C2CCC(=O)N(CCc3ccccc3)C2)CC1 (configuration not stated)	-9	14	-3	-3.0	2	-6	-8	-12	-2	-1
COc1ccccc1NC(=O)C(=N\O)/C(C)=N/O	15	-2	-3	0.2	-4	10	·	1	-4	-4
Fc1cccc(-c2cc3nc(-c4ccccc4)cc(N4CCC5(CC4)OCCO5)n3n2)c1	12	48	1	2.1	-16	2	-54	?	-7	-25
CC1=CC(=NOC(=O)/C=C/c2ccccc2)C=C(C)C1=O	-6	14	-2	-0.2	11	-16	-3	-5	1	-5
Cc1c(NC(=O)C(C)N2CC(C)OC(C)C2)c(=O)n(-c2ccccc2)n1C (configuration not stated)	-6	18	7	3.5	-2	-7	-19	9	1	2
C=CCn1c(=NC(=O)c2ccc(S(=O)(=O)N3CCc4ccccc4C3)cc2)sc2cc(S(N)(=O)=O)ccc21	-89	-4	-1	-0.3	-5	-5	-11	11	2	-46
Cc1cccc(-c2noc(CN(C)C(=O)COc3ccccc3)n2)c1	17	0	?	?	-6	-1	-6	?	4	2
O=C(NC(=S)N1CCN(Cc2ccccc2)CC1)c1ccccc1	-7	4	0	-0.2	5	4	-2	-5	7	1
O=C(NCCN1CCOCC1)c1ccc(CS(=O)c2ccccc2Cl)o1 (configuration not stated)	-8	-2	-2	0.2	-2	8	-8	2	-2	4
Cc1ccc(C2=NN(Cc3nnc(-c4ccccc4)o3)C(=O)SC2)cc1	0	4	1	-0.3	-3	11	-1	-3	4	-3
c1ccc2oc(Cc3ccc(Cc4nc5ccccc5o4)cc3)nc2c1	-7	27	-3	-0.2	-5	-5	-1	-14	-1	-7
COc1cccc(CNC(=O)CSc2nnc3c(n2)[nH]c2ccccc23)c1	7	14	-2	-0.3	10	-13	-2	-1	-2	-11
O=[N+]([O-])c1ccc(OCC(O)CNC2CCCC2)cc1 (configuration not stated)	28	5	-6	-0.5	6	-9	8	-4	-1	-12
COc1ccccc1-n1c(-c2ccc(F)cc2)coc1=O	·	11	-4	-2.1	-1	·	4	22	-4	1
Cc1cc(C)c(C)c(S(=O)(=O)NCCCn2ccnc2)c1C	12	10	0	2.8	6	-2	-2	-6	-4	4
COC1=CC(=O)OC(/C=C/c2ccccc2)C1 (configuration not stated)	9	5	-15	-1.6	2	11	-2	-7	0	1
CC(C)Cn1c(CN2C(=O)c3ccccc3C2=O)nc2ccccc2c1=O	-2	28	-10	-3.1	9	2	-12	-79	6	8
CC(=O)c1ccc(NC(=O)C2(c3ccccc3)CC2(Cl)Cl)cc1 (configuration not stated)	-3	10	12	?	11	-1	-17	?	7	-2
COc1ccc(/C=C/C(=O)OCC(=O)c2ccc3c(c2)NC(=O)CO3)cc1	0	-1	-2	0.2	-50	-8	-6	-3	6	-1
CCN(CC)CCn1c(=S)[nH]c2ccc(Cl)cc2c1=O	7	-13	-1	0.1	-2	-7	-6	0	1	3
COc1ccc(OC)c(-c2cc(C(=O)N/N=C(\C)c3cccnc3)c3ccccc3n2)c1	7	23	-4	0.1	0	-4	·	-9	0	·
